Assay outcomes deposited in PubChem by Broad Institute.
ERAP1 HTS inh – ERAP1 (human) enzyme inhibition; Q9NZ08; recombinant ERAP1, Leu-AMC fluorescence, 60 min; inhibition, % at 10.7 µM; hit rate 0.15% among 340,000;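 active = mean replicate inhibition of at least 30%, or all replicates individually reaching that 30% level; inactive = mean below 30% and not every replicate reaching it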;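 also: 0% = neutral control wells and 100% = L-leucinethiol positive control wells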
RAD52 anneal inh – blocks human RAD52 DNA annealing | P43351 | hit rate 0.46% among 360,000 | AID 651710 | inhibition, % at 18.7 µM | recombinant RAD52 DNA annealing, FRET fluorescence;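 active = every replicate showing at least 50% inhibition; inconclusive = mean inhibition at least 50% but not in every replicate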
Target sequence (P43351 whole entry, looked up): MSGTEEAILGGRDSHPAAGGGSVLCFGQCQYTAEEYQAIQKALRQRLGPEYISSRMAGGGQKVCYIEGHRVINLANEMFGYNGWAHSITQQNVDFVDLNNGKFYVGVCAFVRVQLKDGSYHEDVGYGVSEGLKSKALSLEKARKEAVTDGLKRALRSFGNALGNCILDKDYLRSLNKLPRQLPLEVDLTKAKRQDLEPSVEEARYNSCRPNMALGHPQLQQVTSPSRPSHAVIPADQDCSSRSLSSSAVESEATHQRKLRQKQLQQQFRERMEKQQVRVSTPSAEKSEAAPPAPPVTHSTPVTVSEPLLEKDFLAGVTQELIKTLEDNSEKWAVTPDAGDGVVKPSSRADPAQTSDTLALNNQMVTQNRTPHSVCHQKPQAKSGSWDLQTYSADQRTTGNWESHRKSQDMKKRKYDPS
PGC1a acetyl inh – modulators of PGC1a acetylation. U2OS PGC1a acetylation, AlphaScreen anti-acetyl-lysine; with virally co-expressed GCN5 acetyltransferase. AID 651687. hit rate 0.17% among 350,000. inhibition, % at 15.6 µM;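 active = every replicate shows inhibition of at least 40%; inconclusive = mean inhibition at least 40% but some replicate below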;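 also: 0% = neutral control wells and 100% = positive control wells; some results beyond the cut were filed as inactive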
E-sel inducer – E-selectin induction on HUVECs. activation, % at 7.58 µM. AID 686992. HUVEC E-selectin immunofluorescence imaging; normalized: neutral wells 0, TNF-alpha wells 100. hit rate 0.37% among 260,000. P16581;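 active = mean E-selectin-positive cell signal at least 10% of the positive control, reached in at least 60% of replicates, without over 20% cell loss; inconclusive = no rule given, readout overlaps actives, possibly toxicity-flagged; inactive = the rest, including those meeting only one limit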;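 also: in these data hits start at about 27%; measured in HUVEC primary endothelial cells; signal is the percent of cells scored E-selectin positive by PE staining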
Target sequence (P16581 whole entry, looked up): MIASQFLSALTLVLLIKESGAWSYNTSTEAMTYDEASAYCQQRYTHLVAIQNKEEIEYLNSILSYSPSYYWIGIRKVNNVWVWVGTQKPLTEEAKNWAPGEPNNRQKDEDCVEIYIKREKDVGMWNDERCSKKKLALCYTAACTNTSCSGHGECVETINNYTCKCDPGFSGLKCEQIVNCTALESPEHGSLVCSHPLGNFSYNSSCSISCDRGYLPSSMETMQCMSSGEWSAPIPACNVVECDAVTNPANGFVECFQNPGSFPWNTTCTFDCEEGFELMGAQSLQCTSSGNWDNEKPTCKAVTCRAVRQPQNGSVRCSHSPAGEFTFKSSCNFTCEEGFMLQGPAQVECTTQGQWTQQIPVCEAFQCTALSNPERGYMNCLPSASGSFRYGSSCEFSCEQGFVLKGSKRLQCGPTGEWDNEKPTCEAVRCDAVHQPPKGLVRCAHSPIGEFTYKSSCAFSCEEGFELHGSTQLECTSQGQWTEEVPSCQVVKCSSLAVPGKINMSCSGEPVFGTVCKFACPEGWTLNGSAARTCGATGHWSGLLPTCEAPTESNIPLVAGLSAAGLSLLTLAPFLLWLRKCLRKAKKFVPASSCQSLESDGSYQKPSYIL
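Test system: HUVEC; input: 3,000 HUVEC/well; measured by: immunofluorescence imaging; read-out: % PE-positive cells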
* hit, by the source's call; ? = inconclusive; · = not tested or not shown.

smiles	ERAP1 HTS inh	RAD52 anneal inh	PGC1a acetyl inh	E-sel inducer
COc1ccc2c3c([nH]c2c1)[C@@H](CO)NCC31CN(S(=O)(=O)c2cccc(C)c2)C1	-1.3	·	-3.0	-0.1
CCCC#Cc1ccc([C@H]2[C@@H](CO)N3C(=O)CN(C(=O)Nc4ccc(F)cc4)C[C@@H]23)cc1	0.8	·	-3.8	0.7
CCOc1ccc(N=C(C)C2=C(O)c3ccccc3C2=O)cc1	-1.7	-2.1	·	1.2
CC(=O)Nc1ccc(NC(=O)C2c3ccccc3Oc3ccccc32)cc1	2.3	-3.3	·	-2.5
COC(=O)c1cc(NC(=O)CN2CCN(C(C)=O)CC2)cc(C(=O)OC)c1	4.6	-8.3	·	1.1
Cc1cccc(CNc2ncc(-c3cccc([N+](=O)[O-])c3)n2C)c1	8.1	6.5	·	0.3
CC(C)(C)NC(=S)NCc1ccc2c(c1)OCO2	-2.7	-8.0	·	1.7
C=CCNc1ccc2c(c1)OC[C@H](CC(C)C)NS2(=O)=O	-1.0	-3.4	·	0.0
Cc1cccc(C)c1NC(=O)CNC(=O)C(NC(=O)c1ccc(C(C)(C)C)cc1)C(C)C (stereo not drawn)	-9.7	-10.7	·	0.6
O=C1/C(=C/c2ccccc2O)SC(=S)N1Cc1cccnc1	-3.1	-37.8	·	0.1
CCOC(=O)N[C@@H](Cc1cccnc1)C(=O)N1CCC[C@H]1C(=O)NC1CCCC1	1.4	-0.1	·	?
CCC(=O)OCn1nnc2ccccc2c1=O	-2.0	-2.4	·	-0.1
N/C(=N\OC(=O)c1ccc([N+](=O)[O-])cc1)c1ccccn1	-0.5	-6.1	·	1.2
COc1ccc(CNC(=O)COC(=O)C2CCC(C(C)(C)C)CC2)cc1 (stereo not drawn)	8.4	9.2	·	-2.7
Cn1c(=O)c2[nH]c(C3CC3)nc2n(C)c1=O	2.0	-9.9	·	0.3

The listing continues.
smiles	ERAP1 HTS inh	RAD52 anneal inh	PGC1a acetyl inh	E-sel inducer
CSc1cccc(NC(=S)NN/C(=N/S(=O)(=O)c2ccccc2)N2CCCC2)c1	0.5	8.2	·	0.5
CC(c1ccccc1)c1nnc(NC(=O)c2ccc3c(c2)OCO3)s1 (stereo not drawn)	3.5	-9.9	·	0.8
CCOC(=O)C1=CCN(S(=O)(=O)c2cccc(Cl)c2)C1c1ccc(Cl)cc1 (stereo not drawn)	-2.0	-5.1	·	-0.2
COc1ccc(-c2cn(CC[C@H]3CC[C@@H](NC(=O)Nc4ccc(F)cc4)[C@H](CO)O3)nn2)cc1	-6.8	-1.2	·	-0.5
O=C(c1ccc(C(F)(F)F)cc1)C1CCCN(C(=O)CCc2cnccn2)C1 (stereo not drawn)	-1.7	-4.9	·	-7.5
Cc1ccc(C(=O)N2c3ccccc3N=C(c3ccccc3)C2C(=O)NC(C)C)cc1 (stereo not drawn)	-5.2	-12.9	·	0.0
O=C(/C=C/c1ccc([N+](=O)[O-])cc1)Nc1cccc(S(=O)(=O)NC2=NCCCCC2)c1	0.7	-12.6	·	-0.4
Cc1sc(NC(=O)CCC(=O)O)c(C#N)c1C	2.2	2.8	·	3.1
O=C(C[C@H]1CC[C@@H]2[C@H](COC[C@H](O)CN2S(=O)(=O)c2ccc(Cl)cc2)O1)NCCN1CCCCC1	-0.9	5.8	·	-0.1
Cc1oc(-c2ccccc2F)nc1CS(=O)CC(=O)NC1CC1 (stereo not drawn)	-1.3	-8.1	·	0.4
O=C(c1ccc2c3c(cccc13)CC2)C1CCCN(C(=O)c2cc[n+]([O-])cc2)C1 (stereo not drawn)	-3.2	-13.5	·	0.3
Cc1cc(C)cc(NC(=O)NC(C)C2CCCO2)c1 (stereo not drawn)	1.2	-12.6	·	0.5
CCOCCCNC(=O)C(Cc1ccccc1)NS(=O)(=O)c1ccc2c(c1)c(=O)n(C)c(=O)n2C (stereo not drawn)	1.0	-15.8	·	2.3
O=S(=O)(c1ccccc1)N1[C@@H]2CNC[C@H]1C2c1ccc(-c2ccccc2)cc1 (stereo partly drawn)	-0.3	43.4	·	-0.6
Cc1ccc2c(c1)-n1c(nc3cc(C)ccc3c1=O)C(Cc1ccccc1)NC2=O (stereo not drawn)	0.2	-3.9	·	-0.4

Other results:
smiles	ERAP1 HTS inh	RAD52 anneal inh	PGC1a acetyl inh	E-sel inducer
O=[N+]([O-])c1cccc(S(=O)(=O)Nc2nc3ccccc3nc2Nc2cccc(S(=O)(=O)N3CCCCC3)c2)c1	5.9	-5.4	·	-0.6
O=C(COC(=O)c1cc(F)cc(F)c1)Nc1cccnc1Cl	5.1	-10.6	·	0.1
Cc1cccc(C(=O)C2CCOC(C)(C)C2)c1 (stereo not drawn)	4.3	-1.5	·	-0.3
CC(=O)c1ccc(N2CCN(C(=O)c3nn(Cc4ccccc4)c(=O)c4ccccc34)CC2)cc1	-0.4	-6.9	·	0.0
CC(=O)c1ccc(S(=O)(=O)N2CCN(C(=O)C(=O)c3cccc(C(F)(F)F)c3)CC2)cc1	3.0	-13.7	·	-0.1
CC(C)n1c(=O)c2ccccc2n1S(C)(=O)=O	-1.0	-1.5	·	0.0
COC(=O)c1ccc(C2c3[nH]c4ccccc4c3C[C@H]3C(=O)N(C4CC4)CC(=O)N23)cc1 (stereo partly drawn)	-0.3	-9.5	·	-0.1
CCCC(=O)N1CC2(C1)CN(C(=O)C1CCC1)[C@@H](CO)c1[nH]c3cc(OC)ccc3c12	1.0	-9.1	·	-0.1
Cc1ccc(S(=O)(=O)NCCc2nnc3ccc(NCCCOC(C)C)nn23)cc1	-1.8	-25.7	·	1.0
COc1ccc2c3c([nH]c2c1)[C@@H](CO)N(C(=O)C1CCCC1)CC31CN(C(=O)c2ccncc2)C1	0.8	3.3	·	0.9
COc1ccc(NC(=S)N2CCc3cc(OC)c(OC)cc3C2)cc1	16.2	2.6	·	-0.1
CO[C@H]1CN(C)C(=O)c2cc(NC(=O)CC(F)(F)F)ccc2OC[C@@H](C)NC[C@H]1C	3.3	-177.2	·	-0.2
COc1cc(OC)cc(OC(=O)c2cccc(S(=O)(=O)N3CCN(C)CC3)c2)c1	4.8	4.2	·	-0.4
NC1=NC(c2cn[nH]c2-c2cccc(F)c2)n2c(nc3ccccc32)N1 (stereo not drawn)	0.7	-2.8	·	3.2
CCC(c1nnnn1-c1ccc2c(c1)OCCO2)N1CCN(Cc2c(F)cccc2Cl)CC1 (stereo not drawn)	0.3	-2.0	·	0.0

Remaining list, next part.
smiles	ERAP1 HTS inh	RAD52 anneal inh	PGC1a acetyl inh	E-sel inducer
Cc1cccc(C)c1OCC(=O)Nc1ccc(S(=O)(=O)Nc2ccccn2)cc1	-0.2	-18.8	·	-1.5
Cc1oc(-c2ccccc2Cl)nc1CN(Cc1ccccn1)C[C@@H]1CCC(=O)N1	-0.8	-19.7	·	-0.1
O=c1[nH]c(=S)[nH]c2c1[C@H](CCc1cccc(Cl)c1)O[C@H](C1CC1)C2	-2.1	-29.7	·	-0.1
COc1ccccc1N1CCN(C(=O)c2ccc([N+](=O)[O-])s2)CC1	4.9	-2.7	·	1.9
O=C(c1ccccc1F)N1CC2(C1)[C@@H](c1ccccc1)[C@@H](CO)N2CC1CCCC1	0.3	-25.8	·	-0.3
COc1ccc2c3c([nH]c2c1)[C@H](CO)N(C(=O)C1CC1)CC31CCN(S(C)(=O)=O)CC1	5.5	16.8	·	-0.4
N=C(N)SCc1ccc(Cl)cc1Cl	-1.0	0.2	·	1.2
COC(=O)c1c(NC(=O)CN2CCC3(O)CCCCC3C2c2ccc(OC)cc2OC)sc(C)c1C (stereo not drawn)	2.8	-11.9	·	0.2
Cc1cc(NC(=O)CSc2ccc(-c3ccc4c(c3)OCO4)nn2)no1	0.1	-10.7	·	5.6
CC1=CC2C3C(=O)N(c4ccccc4)C(=O)C3C1C(=O)C2(O)C(C)C (stereo not drawn)	-2.4	-15.9	·	-0.2
Nc1ccnn1Cc1ccncc1	2.1	-5.7	·	3.8
O=C(C[N+]1(CC#Cc2ccccc2)CCCCC1)c1ccc(Cl)cc1	4.5	-3.5	·	1.3
CCCCNC(=O)N(O)C1N(/N=C/c2cccnc2)C(=S)SC1(C)C (stereo not drawn)	1.6	-6.7	·	3.4
COC(=O)CN1C2=NCCCN2c2ccccc21	1.6	1.0	·	-0.9
Cc1cc(C)cc(NC(=O)CSc2nc3[nH]ncc3c(=O)[nH]2)c1	1.4	1.9	·	-2.5

Some entries already given, limited to E-sel inducer, ERAP1 HTS inh and PGC1a acetyl inh.
structure	E-sel inducer	ERAP1 HTS inh	PGC1a acetyl inh
Cc1ccc2c(c1)-n1c(nc3cc(C)ccc3c1=O)C(Cc1ccccc1)NC2=O (stereo not drawn)	-0.4	0.2	·
COc1ccc(NC(=S)N2CCc3cc(OC)c(OC)cc3C2)cc1	-0.1	16.2	·
CC(=O)c1ccc(N2CCN(C(=O)c3nn(Cc4ccccc4)c(=O)c4ccccc34)CC2)cc1	0.0	-0.4	·
O=C1/C(=C/c2ccccc2O)SC(=S)N1Cc1cccnc1	0.1	-3.1	·

The list continues:
smiles	ERAP1 HTS inh	RAD52 anneal inh	PGC1a acetyl inh	E-sel inducer
O=C(C[C@H]1CC[C@H](NC(=O)C2CCOCC2)[C@H](CO)O1)Nc1ccccc1	-1.1	0.0	·	0.7
COc1cccc(-c2ccc3c(c2)[C@@H]2C[C@H]4[C@@H](CN2CC3)[C@H](C)ON4C)c1	0.4	25.2	·	0.0
CCOC(=O)c1c(NC(=S)Nc2cccnc2)sc(C)c1C	1.2	-17.0	·	6.1
CCOc1ccc(N2CC(C(=O)NCCN3C(=O)S/C(=C\c4ccc(OC)cc4)C3=O)CC2=O)cc1 (stereo not drawn)	-1.3	4.2	·	-2.2
Cc1ccc(S(=O)(=O)NCC2CCN(C(=O)C(=O)c3cccs3)CC2)cc1	2.1	-12.1	·	0.0
CC(=O)c1ccc(NC(=O)CSc2nccn2C)cc1	3.1	0.4	·	1.7
Cc1ccc(CSCCNC(=O)c2ccccc2)cc1	-0.9	-6.5	·	-0.1
O=C1C=C(O)c2[nH]c(=O)ccc2C1=O	3.6	-8.5	·	-0.1
CC(=O)N1Cc2cc(C(=O)NCC(F)(F)F)nc(-c3cccc(-c4cccnc4)c3)c2[C@H]1CCO	-5.1	5.7	·	-0.2
COC(=O)c1ccn(Cc2ccccc2Cl)n1	9.2	-13.0	·	0.3
CN(Cc1ccccc1)C(=O)CCN1C(=O)c2cccc([N+](=O)[O-])c2C1=O	1.2	-0.7	·	0.1
O=C(c1cc(S(=O)(=O)N2CCCCC2)ccc1N1CCOCC1)N1CCN(Cc2ccccc2)CC1	4.3	-4.6	·	-0.4
CC(C=CC(O)=C1C(=O)CNC1=O)=C[C@@H](C)C1OC2(C)OC(C(=O)C3O[C@@]32C)C1C (stereo partly drawn)	-1.3	-7.1	·	-0.1
C/C=C/c1ccc([C@H]2[C@@H](CO)N(S(C)(=O)=O)[C@H]2CNC(C)C)cc1	-1.4	-4.5	·	0.1
CCCN(C)C[C@@H]1Oc2ncc(-c3ccccc3OC)cc2C(=O)N([C@@H](C)CO)C[C@H]1C	-2.5	3.1	·	-0.4

Going on with the list:
smiles	ERAP1 HTS inh	RAD52 anneal inh	PGC1a acetyl inh	E-sel inducer
O=C(CSc1ccccc1)Nc1nccs1	8.3	-8.5	·	-7.3
CC1(C)O[C@H]2OC([C@H](O)CON3C(=O)c4ccccc4C3=O)[C@H](O)[C@H]2O1 (stereo partly drawn)	0.4	-8.0	·	-0.1
Fc1ccc(CSc2nnc(-c3ccco3)o2)cc1	0.7	-9.8	·	0.6
COc1ccc(N(CC(=O)NCc2cccnc2)S(=O)(=O)c2ccc(C)c([N+](=O)[O-])c2)cc1	-4.1	-13.3	·	-0.7
Cc1cnc(C(=O)OCC(=O)c2ccccc2)cn1	2.9	-7.1	·	-0.3
Cc1cc2c(SCC(=O)N3CCN(c4ccccc4)CC3)ncnc2s1	1.4	6.2	·	0.5
O=C1C2CCCCC2C(=O)N1c1ccc(NC2CCCCC2)c([N+](=O)[O-])c1 (stereo not drawn)	-0.7	-16.1	·	1.6
COc1ccc(C(Cl)=C(C=O)c2ccc(OC)c(OC)c2)cc1OC	0.0	4.5	·	-0.3
COc1ccccc1-c1coc2cc(OCC(=O)OCc3ccccc3)ccc2c1=O	-10.3	-16.1	·	-1.0
Cc1ccn(-c2cc(O)c(-n3ccc(C)n3)cc2O)n1	4.4	-4.2	·	-1.9
COC(=O)[C@H]1[C@@H](O)[C@@]2(O)c3c(OC)cc(OC)cc3O[C@@]2(c2ccc(OC)cc2)[C@@H]1c1ccc(F)cc1	0.4	-2.2	·	0.8
O=C(CN1C(=O)C2CC=CCC2C1=O)Nc1cc(C(F)(F)F)ccc1N1CCCC1 (stereo not drawn)	-0.9	3.4	·	0.2
CC(C)(C)c1ccc(C(=O)Nc2ccc(NC(=O)C(=O)O)cc2)o1	0.3	5.1	·	2.0
CC(C)NC(=O)C1(C)CN(S(C)(=O)=O)CC(=O)N1CCc1ccccc1 (stereo not drawn)	1.0	-12.3	·	0.0

Only part of the results is shown; rates above refer to the full screens.
